MgcRacGAP inhibition – MgcRacGAP GTPase-activating activity inhibitors, confirmation, biochemical, ADP Hunter fluorescence | Rac GTPase-activating protein 1 (Homo sapiens) | MgcRacGAP-stimulated Rac1 GTP hydrolysis, ADP Hunter fluorescence; higher % means a stronger effect; GST-tagged Rac1 F28L mutant substrate | one-dose inhibition, % at 30 µM; IC50 in µM for titrated hits | 340,000 compounds, 0.6% hits | AID 624330, 2012;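 active = first-screen hits whose inhibition reached a set limit at any dose in the follow-up dose series; inconclusive = inhibition above the set first-screen limit but never retested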;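 also: fluorescence reports GDP produced by GAP-driven GTP hydrolysis; strong numbers were not always called active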
West Nile antiviral – West Nile virus antiviral activity, cell-based, CPE readout (AID 1621) | 290,000 compounds, 0.02% hits | CPE inhibition, % at 10 µM, or IC50 in µM where a hit was titrated | West Nile virus-infected cells, CPE inhibition; higher % means a stronger effect; in the data active = a potency from the dose series; inconclusive = CPE inhibition mostly from about 3.7% at the one dose, without a potency; inactive = the rest, 99 in 100 with CPE inhibition below about 2.2%; also: strong numbers were not always called active
Salmonella PhoP GFP – inhibitors of PhoP regulon expression, primary screen, Salmonella Typhimurium, GFP reporter (AID 1863). S. Typhimurium PhoP-regulated promoter GFP reporter, 4 h; higher % means a stronger effect. 300,000 compounds, 0.16% hits. one-dose inhibition, % at 50 µM; IC50 in µM for titrated hits;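 active = inhibition over 29.93%, a cutoff 3 SD above the screen mean, later confirmed by dose response; inconclusive = inhibition over 29.93% but no dose response follow-up; inactive = inhibition at most 29.93% or unconfirmed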;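 also: 0% = low Mg2+ inducing control and 100% = high Mg2+ repressing control; strong numbers were not always called active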
NS5 inhibitors – Dengue-2 NS5 methyltransferase inhibitors, primary screen, biochemical, confirmation dose response (AID 588689). Genome polyprotein (Dengue virus type 2 (strain 16681-PDK53)). Dengue-2 NS5 methyltransferase capping enzyme assay, biochemical; higher % means a stronger effect. one-dose inhibition, % at 25 µM; IC50 in µM for titrated hits. 340,000 compounds, 0.3% hits; in the data active = a potency from the dose series; inconclusive = inhibition above about 29% without an active follow-up result
ER stress rescue – rescue of cells from ER stress-induced death, primary screen, 384-well, CSM14.1, thapsigargin, ATP luminescence (AID 1222). CSM14.1 thapsigargin-induced death rescue, ATP luminescence; higher % means a stronger effect. cellular ATP content (survival), % at 20 µM, or EC50 in µM where a hit was titrated. 190,000 tested, under 10 active;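 active = EC50 below 50 µM in the dose-response confirmation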;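 also: death triggered by thapsigargin at about 15 µM added after 2 h compound pretreatment; cell ATP read after overnight thapsigargin exposure of roughly 18 to 22 hours; normalized against plate controls of thapsigargin alone and 5% DMSO vehicle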
LYP inhibition – inhibitors of LYP phosphatase, biochemical, fluorescence intensity, uHTS (AID 1779). Tyrosine-protein phosphatase non-receptor type 22 (Homo sapiens). 290,000 compounds, 0.054% hits. recombinant LYP phosphatase, fluorescence intensity; higher % means a stronger effect. inhibition, % at 11.5 µM, or IC50 in µM where a hit was titrated; in the data active = inhibition above about 50%;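 also: plate controls were vehicle with enzyme for no effect and no enzyme for full effect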
GPR35 arrestin U2OS – GPR35 antagonists blocking zaprinast-driven arrestin recruitment, primary screen, imaging, U2OS, beta-arrestin-GFP, zaprinast agonist (AID 2058); U2OS GPR35 beta-arrestin-GFP translocation imaging, zaprinast antagonism; higher % means a stronger effect; inhibition, % at 10 µM; hits with a dose series show IC50 in µM; 290,000 compounds, 0.052% hits;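 active = inhibition of at least 50% with at least 30 cells and total cytoplasm GFP at most 10,000,000; inconclusive = under 30 cells or total GFP of 10,000,000 plus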
RSV antiviral HEp-2 – RSV antiviral activity via CPE protection, HEp-2 cells, primary 10 µM value included (AID 2391) | HEp-2 cells, RSV-induced CPE inhibition; higher % means a stronger effect | 310,000 compounds, 0.13% hits | CPE inhibition, % at 10 µM, or IC50 in µM where a hit was titrated; in the data active = a potency from the dose series; inconclusive = CPE inhibition mostly from about 23% at the one dose, without a potency; inactive = the rest, 99 in 100 with CPE inhibition below about 21%; also: strong numbers were not always called active
Large T inhibition – SV40 large T antigen inhibitors, biochemical (AID 1903). SV40 large T antigen ATPase/helicase inhibition assay; higher % means a stronger effect. inhibition, % at 20 µM, or IC50 in µM where a hit was titrated. 310,000 compounds, 0.39% hits; in the data active = a potency from the dose series; inconclusive = inhibition mostly from about 32% at the one dose, without a potency; inactive = the rest, 99 in 100 with inhibition below about 32%; also: strong numbers were not always called active
An asterisk follows results filed as active; ? = inconclusive; / = no result given; & = joins results of further samples.

Molecule,MgcRacGAP inhibition,West Nile antiviral,Salmonella PhoP GFP,NS5 inhibitors,ER stress rescue,LYP inhibition,GPR35 arrestin U2OS,RSV antiviral HEp-2,Large T inhibition
CCC1Sc2ccc(S(=O)(=O)CCC(=O)NCc3ccc(C)o3)cc2NC1=O (stereo not drawn),9%,-0.2%,2%,-2%,/,-8%,-15%,1.1%,24%
CN1C(=O)CC2(CC(=O)N(Cc3ccccc3)C2)C1=O (stereo not drawn),10%,0.1%,-11%,-7%,3.9%,-9%,5%,0.8%,-1%
O=C(NC1=NCCS1)c1sc2ccccc2c1Cl,8%,-0.5%,0%,-4%,-3.3%,0%,-9%,9.2%,8%
CS(=O)(=O)N1CCN(C(=O)c2ccccc2)C1,7%,0.6%,-9%,5%,-0.6%,0%,0%,1.4%,1%
Cc1ccc(C2CC(c3ccc(Cl)cc3)=NNC2=O)cc1 (stereo not drawn),4%,0.8%,-10%,-1%,1.8%,-5%,10%,5.2%,17%
CCOc1ccc(S(=O)(=O)N2CCC(C(=O)NC3CC3)CC2)cc1Cl,2%,-0.4%,-4%,-3%,/,-6%,0%,1.3%,2%
CCOC(=O)c1[nH]cnc1C(=O)Nc1ccncc1,5%,0.3%,2%,-7%,-3.3%,26%,-9%,-0.6%,?
O=C1c2ccccc2C(=O)C1c1ccnc2ccccc12,13%,-0.6%,-8%,-21%,-5.1%,-4%,-4%,0.6%,22%
CCc1sc(C(=O)Nc2nc(C)cs2)cc1C,11%,-0.3%,/,-7%,/,-11%,6%,/,/
O=c1cc(C(F)(F)F)oc2c1ccc1ccccc12,4%,-0.4%,8%,-8%,-1.4%,-1%,10%,1.6%,24%
CCOCCc1nnc(NC(=O)CS(=O)(=O)Cc2ccccc2)s1,5%,0.1%,-6%,-1%,/,-4%,-14%,4.1%,12%
CCOC(=O)N1CCN(S(=O)(=O)c2ccc(C(=O)N(CCN(C)C)c3nc4c(C)cccc4s3)cc2)CC1,8%,-0.1%,4%,-6%,/,-7%,-18%,0.6%,7%
CCOc1ccccc1Nc1ncccc1C(=O)N1CCCC1,3%,-0.6%,-6%,-3%,-0.7%,-9%,-11%,19%,4%
CCOC(=O)c1[nH]c2ccc(OC)cc2c1NC(=O)CCN1CCN(Cc2ccccc2)CC1,8%,/,-3%,-2%,-0.9%,-5%,-4%,0.6%,9%
Cn1c(=N)n(CC(=O)c2ccc(F)cc2)c2ccccc21,2%,-0.1%,3%,8%,/,-4%,7%,4.5%,9%
Fc1ccc(C2=Nn3c(Cc4ccccc4F)nnc3SC2)cc1,7%,-0.2%,-12%,-1%,2.2%,-5%,4%,-2.7%,5%
O=[N+]([O-])c1ccc(S(=O)(=O)NCC(c2cccnc2)N2CCc3ccccc32)cc1 (stereo not drawn),7%,/,6%,-5%,/,/,/,2.1%,15%
CCOc1cc(/C=C2\C(=O)N(c3cccc(C(=O)O)c3)N=C2C(F)(F)F)ccc1OCC(=O)Nc1ccccc1OC,/,0.1%,5%,/,/,-3%,10%,4.7%,28%
O=C(CSc1ccccn1)Nc1nncs1,5%,0.2%,-5%,2%,-2.0%,-3%,-8%,1.2%,1%
CCOc1cc(/C=N/NC(=O)C(=O)N2CCCC2)ccc1O,56µM*,-0.1%,-6%,-4%,-2.0%,-5%,5%,0.9%,29%
CCC(C)NC(=O)CS(=O)Cc1nc(-c2cccc(OC)c2)oc1C (stereo not drawn),5%,-0.3%,23%,-3%,-0.2%,-4%,4%,1.6%,2%
CC(C)[C@H](N)C(=O)OCCOCn1cnc2c(=O)[nH]c(N)nc21,13%&6%,0.0%,-9%&15%,-1%&-4%,/,/,/,0.3%&-0.1%,0%&11%
CCCC(O)(c1ccc(Br)cc1)C(CN1CCOCC1)c1ccc(Cl)cc1 (stereo not drawn),/,-1.2%,0%,-3%,/,-6%,-1%,9.8%,4%
CCS(=O)(=O)N1CCC(C(=O)Nc2cc([N+](=O)[O-])ccc2C)CC1,9%,0.5%,1%,-14%,/,-8%,2%,1.5%,14%
CN(C(=O)Nc1ccc(C(C)(C)C)cc1)C1CCCCC1,9%,0.3%,-3%,9%,/,-7%,5%,2.6%,4%
COc1cccc(-c2nc(CS(=O)(=O)CC(=O)N3CCc4ccccc43)c(C)o2)c1,-1%,0.0%,1%,-3%,-0.5%,3%,12%,2.8%,-3%
CCN(CCCNC(=O)c1ccc(N2CCCC2=O)cc1)c1cccc(C)c1,14%,0.5%,0%,-5%,-1.7%,-9%,15%,8.3%,13%
COCC(C)n1c(C)cc(C(=O)CN2C(=O)NC3(CCCCC3C)C2=O)c1C (stereo not drawn),1%,0.3%,-5%,-12%,-1.8%,0%,-1%,1.0%,-7%
CC1(C(=O)OCC(=O)N2c3ccccc3Sc3ccccc32)CC1(Cl)Cl (stereo not drawn),8%,-1.1%,27%,-7%,-0.3%,3%,17%,9.1%,6%
COc1ccccc1CC(NC(C)=O)C(=O)NC1CCN(S(=O)(=O)c2ccc(NC(C)=O)cc2)CC1 (stereo not drawn),7%,0.1%,2%,-13%,/,-8%,-1%,0.6%,4%
Cc1ccc2c(Cl)cc(Cl)c(OCC(=O)NC(=O)NCc3ccco3)c2n1,12%,1.3%,-5%,-4%,2.6%,1%,-1%,5.3%,8%
Cc1cccc(NC(=O)/C(C#N)=C\c2cc(C)n(-c3ccc(C(=O)O)cc3)c2C)c1,3%,0.3%,-2%,/,-0.8%,4%,-5%,14%,8%
CC(C)C(NC(=O)OCc1ccccc1)C(=O)NCc1ccc(C(=O)O)cc1 (stereo not drawn),2%,-0.2%,-6%,-1%,-1.9%,-3%,14%,-0.6%,9%
CCCn1c2ccccc2c2cnn(CC(=O)NC3CCN(Cc4ccccc4)CC3)c(=O)c21,-4%,-0.5%,-2%,-19%,/,-12%,10%,?,/
O=C(Cc1ncc(C(F)(F)F)cc1Cl)NCCc1ccccc1,7%,0.2%,-3%,1%,0.4%,-5%,0%,-0.4%,10%
NC1=CC(=O)c2cccc3cccc1c23,/,0.2%,/,/,7.3%,-1%,4%,5.8%,/
COc1cccc(N2CCN(c3ccc4nnc(CCC(=O)Nc5ncccc5C)n4n3)CC2)c1,12%,2.3%,-3%,-1%,/,-6%,4%,1.4%,16%
CCn1c(=S)ccc2ccc(OC)cc21,13%,0.1%,13%,1%,/,-3%,8%,-0.1%,-1%
COc1ccc(NS(=O)(=O)c2ccc(Oc3ncccn3)cc2)cc1,2%,-0.3%,7%,4%,-1.3%,-6%,20%,2.6%,-5%
Oc1ccc(N2Cc3ccccc3C2)cc1,21%,0.2%,10%,22%,/,-5%,-1%,-1.9%,13%
C=CCNC(=O)C1COc2ccccc2O1 (stereo not drawn),8%,-0.3%,-10%,-2%,/,-1%,0%,0.9%,3%
O=C(c1ccc2c(c1)OCCO2)N1CCCCC1,9%,0.0%,3%,-5%,/,0%,-3%,0.9%,6%
Cc1ccc2nc(SCc3nc4c(cnn4-c4ccccc4)c(=O)[nH]3)[nH]c2c1,0%,/,-4%,-2%,-2.3%,-5%,2%,11%,2%
COc1ccccc1NC(=O)c1ccc(NC(=O)CSc2n[nH]c(N)n2)cc1,2%,0.3%,13%,6%,-2.9%,-8%,-16%,1.1%,6%
CCCCCC(=O)Nc1cc(S(=O)(=O)N2CCOCC2)ccc1N1CCCC1,7%,-0.5%,-8%,-5%,/,-8%,-4%,0.0%,19%
O=C(OCC(=O)N1CCOCC1)c1ccc(Cl)nc1,6%,-0.7%,3%,-1%,-0.3%,-5%,-17%,3.1%,14%
Cc1cccc(N(C)S(=O)(=O)c2ccc3[nH]c(=O)c(=O)[nH]c3c2)c1,5%,1.0%,1%,6%,1.0%,-6%,19%,1.3%,8%
Cc1sc2nc(CN3CCCC3)nc(Cl)c2c1C,7%,-1.2%,0%,-2%,-0.5%,-4%,4%,-0.1%,15%
C/C(=C\c1ccco1)CN1CCN(Cc2ccc(C)o2)C(CCO)C1 (stereo not drawn),3%,-0.7%,-4%,-4%,0.4%,-9%,14%,-2.1%,25%
CC(C)CNC(=O)CO/N=C/c1ccccc1Cl,0%,-0.4%,-4%,-2%,-2.4%,-6%,-7%,-1.5%,-2%

Other compounds.
Molecule,MgcRacGAP inhibition,West Nile antiviral,Salmonella PhoP GFP,NS5 inhibitors,ER stress rescue,LYP inhibition,GPR35 arrestin U2OS,RSV antiviral HEp-2,Large T inhibition
Cc1ccc(S(=O)(=O)N2CCN(C(=O)CCC(=O)N3CCc4ccccc43)CC2)cc1,7%,-0.1%,/,-2%,3.0%,-8%,5%,4.8%,/
CCCn1cnc2cc(NCc3cccc(OC)c3)ccc21,21%,0.0%,-2%,7%,-1.9%,-1%,-10%,-0.2%,37%
Cc1cccc(NC(=O)CC2C(=O)NC3CCCCC3N2C(=O)c2ccccc2Cl)c1 (stereo not drawn),-7%,-0.4%,-9%,6%,/,-6%,-1%,/,12%
O=C(NNC(=O)C1CCN(S(=O)(=O)c2ccc(Cl)cc2)CC1)c1ccncc1,0%,-0.2%,-7%,14%,-2.1%,-14%,11%,-1.5%,5%
CC(=O)c1cccc(NC(=O)c2ccoc2C)c1,-3%,1.1%,6%,-1%,-0.4%,-5%,10%,0.3%,4%
O=C(c1ccc(F)cc1)C1CCN(Cc2cn[nH]c2-c2ccc(F)cc2)CC1,-9%,-0.2%,4%,-6%,/,2%,3%,-1.2%,13%

Source: PubChem (several laboratories)

This is a random part of the collection; any-hit rate near 1.5%.
